High-throughput results: PubChem, National Center for Advancing Translational Sciences (NCATS)
D3 antag = blocks the human D3 dopamine receptor; AID 652054; max response, negative = inhibition, %; D3R cells, DiscoveRx beta-arrestin luminescence, antagonist mode; active compounds read low; actives 2.5% (n = 360,000); P35462; in the data active = max response below about -50%; inconclusive = no clear call, values can overlap the other calls; also: % is scaled to controls: 0 for no effect and ±100 for the full control effect; mostly tested at two doses, the higher about 12 µM
Target sequence (P35462 whole entry, looked up): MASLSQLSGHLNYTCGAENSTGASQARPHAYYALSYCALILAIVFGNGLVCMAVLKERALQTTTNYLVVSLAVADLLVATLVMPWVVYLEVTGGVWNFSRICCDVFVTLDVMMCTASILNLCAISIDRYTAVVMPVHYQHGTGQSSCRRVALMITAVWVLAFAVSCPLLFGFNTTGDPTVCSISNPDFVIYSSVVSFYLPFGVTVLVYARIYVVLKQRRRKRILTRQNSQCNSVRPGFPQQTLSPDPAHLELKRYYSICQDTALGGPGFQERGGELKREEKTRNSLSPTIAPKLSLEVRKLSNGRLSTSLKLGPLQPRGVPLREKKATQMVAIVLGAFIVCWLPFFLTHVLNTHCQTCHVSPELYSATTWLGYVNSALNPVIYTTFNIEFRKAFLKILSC
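Cells expressing the human receptor were seeded at 1500 cells/well, incubated overnight at 37 degrees C in 5% CO2, then exposed to library compounds with dopamine controls for 90 minutes at 37 degrees C before luminescent detection.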
GLP-1R agonist = agonists of human GLP-1 receptor. P43220. Potency, µM (titrated, usually from 45.6 µM), for the others: top-dose activation, actives largely listed as activators. actives 0.007% (n = 380,000). HEK293 GLP-1R CRE-luciferase, luminescence, 4-6 h; cells express a hypersensitive GLP-1R form; also: potency is read from the fitted curve at half-maximal effect; % of control where 0% means no effect
Target sequence (P43220 whole entry, looked up): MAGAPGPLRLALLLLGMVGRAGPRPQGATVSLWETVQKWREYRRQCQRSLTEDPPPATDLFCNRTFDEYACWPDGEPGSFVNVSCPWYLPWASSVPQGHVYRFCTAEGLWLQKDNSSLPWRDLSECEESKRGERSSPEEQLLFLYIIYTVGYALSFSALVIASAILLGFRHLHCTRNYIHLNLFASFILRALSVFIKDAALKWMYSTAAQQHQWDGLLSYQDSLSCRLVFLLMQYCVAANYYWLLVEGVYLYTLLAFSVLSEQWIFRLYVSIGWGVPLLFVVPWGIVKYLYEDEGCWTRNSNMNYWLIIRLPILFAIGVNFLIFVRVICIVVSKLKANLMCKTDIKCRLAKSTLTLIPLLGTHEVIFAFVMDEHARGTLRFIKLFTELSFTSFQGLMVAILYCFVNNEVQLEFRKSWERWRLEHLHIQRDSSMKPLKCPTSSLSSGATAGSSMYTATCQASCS
KB-3-1 tox = kills parental KB-3-1 adenocarcinoma cells. KB-3-1 viability, CellTiter-Glo ATP luminescence, 72 h. Potency, µM (series often up to 46.1 µM), for inactives: at the highest dose activity change, negative = cytotoxic, usual class: cytotoxic. actives 1.4% (n = 400,000). AID 1347075; also: potency is read from the fitted curve at half-maximal effect; % is scaled to controls: 0 for no effect and ±100 for the full control effect; nearly all actives have a fitted effect of over 60% in size
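Multi-concentration cytotoxicity screen in KB-3-1 cells grown in DMEM lacking phenol red with 10% FBS. After 72 h at 37 °C with compound, ATP-dependent luminescence was recorded.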
IL1B secr inh = inflammasome signaling inhibition, IL-1 beta readout; THP-1 LPS/ATP IL-1B secretion, AlphaLISA, 16 h; active compounds read low; activity change, % at 57.5 µM; actives 4.7% (n = 360,000); AID 743279; in the data active = activity change below about -50%; inconclusive = mostly about -30% to -49%; also: % is scaled to controls: 0 for no effect and ±100 for the full control effect
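THP-1 cells pretreated 1 hr with compounds (up to 57.5 uM final), then stimulated with LPS (250 ng/mL final) plus ATP (1.25 mM final); secreted IL-1B measured by AlphaLISA after 16 hr, decreased signal indicating inhibition.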
KB-V1 MDR tox = kills drug-selected multidrug resistant KB-V1 cells | KB-V1 MDR cells viability, CellTiter-Glo, 72 h | Potency, µM (series often up to 46.1 µM), for the others: top-dose activity change, negative = cytotoxicity, most hits filed as cytotoxic | actives 3.4% (n = 400,000); also: potency is read from the fitted curve at half-maximal effect; % is scaled to controls: 0 for no effect and ±100 for the full control effect; nearly all actives have a fitted effect of over 60% in size
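Following 72 h at 37 degrees C with compound, KB-V1 cell viability was read by CellTiter-Glo luminescence, medium being phenol-red-free DMEM plus 10% FBS; concentration-response parameters came from normalized, curve-fitted qHTS data.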
HT1080 IDH1KD tx = toxicity to HT-1080 IDH1 knockdown cells (counter line); Potency, µM (titrated, usually from 46.1 µM), without a hit: top-dose activity, negative = toxicity, most hits filed as cytotoxic; HT-1080 IDH1 knockdown viability, ATP luminescence, 48 h; actives 2% (n = 360,000);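 also: potency is read from the fitted curve at half-maximal effect; 0% = DMSO wells and -100% = cell-free medium wells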
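Assay cells: HT-1080 with IDH1 knockdown, 750 per well, RPMI/5% FBS. Exposure: 48 h at 37 °C following 2 h pre-incubation. Read: CellTiter-Glo luminescence; fitted concentration-response, curve class assigned.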
D3 ag = D3 dopamine receptor (human) agonism | P35462 | D3R DiscoveRx beta-arrestin cells, luminescence, 90 min | max activation, % | actives 0.58% (n = 410,000) | AID 652048; in the data active = max activation above about 30%; also: 0% is about no effect; mostly tested at two doses, the higher about 12 µM
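Agonist mode: compounds and dopamine controls were applied to plated cells for 90 min at 37 degrees C after an overnight attachment at 1500 cells/well. Luminescent read-out followed 30 - 60 minutes at room temperature with DiscoveRx detection reagent.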
SW480 rereplic = induces DNA re-replication in SW480 colon adenocarcinoma cells. Potency, µM (doses to about 46.1 µM), for inactives: at the top dose re-replication activation, usual class: activators. SW480 DNA re-replication, Hoechst DNA content imaging, 48 h. actives 1.8% (n = 340,000). AID 624297; also: potency is read from the fitted curve at half-maximal effect; % of control where 0% means no effect; nearly all actives have a fitted effect of over 55% in size
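Per well, 250 cells were exposed to pinned compound for 48 hr. Nuclear DNA was visualised with Hoechst (40 min, 37 C) and total object intensity recorded by fluorescence scanning.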
HT1080NT lethal = kills 2HG-producing HT-1080-NT fibrosarcoma cells; HT-1080-NT fibrosarcoma viability, CellTiter-Glo ATP luminescence, 48 h; Potency, µM (titrated, usually from 46.1 µM), for the others: at the top dose activity, negative = less viability, most hits filed as cytotoxic; actives 1.6% (n = 360,000);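 also: NT is the 2HG producing partner of a matched IDH1 knockdown line; potency is read from the fitted curve at half-maximal effect; 0% = DMSO-treated cells and -100% = media-only wells without cells; nearly all actives have a fitted effect of over 55% in size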
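Viability of the 2HG-overproducing fibrosarcoma line after 48 hours of compound exposure at 37 degrees C was determined by luminescence with CellTiter-Glo, and concentration-effect curves were then fitted and categorized.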
Active calls of the source: *; i = inactive; ? = inconclusive; . = not tested or not shown; & = joins results of further samples; [ ] = remark or other dose. Unless noted, calls follow the shape of the dose curve; as a rule, active = well fitted curve in the direction sought with a large enough effect; inconclusive = small, poorly fitted or top-dose-only effect, or another doubt; inactive = no such curve, though single readings can be large; an effect the other way counts as inactive or inconclusive.

SMILES	D3 antag	GLP-1R agonist	KB-3-1 tox	IL1B secr inh	KB-V1 MDR tox	HT1080 IDH1KD tx	D3 ag	SW480 rereplic	HT1080NT lethal
CC1CN(C(=O)c2ccc3c(c2)OCO3)OC(c2ccccc2)O1 (stereo not given)	0	0%	1%	0	-27%	12%	-5	-4%	1%
COc1ccc(NC(=O)N(C)C[C@H]2Oc3ccc(NS(=O)(=O)c4c(C)noc4C)cc3C(=O)N([C@H](C)CO)C[C@@H]2C)cc1	-11	4%	29%	3	0%	8%	0	15%[9.22 µM]	7%
CCCCCCCN(C(=O)CCl)c1ccccc1C	16	0%	-8%	-106*	-24%	?	1	7.3µM*	-11%
CC(C)C[C@H]1COCCS(=O)(=O)N1Cc1ccccc1F	-4	2%	-2%	15	54%	0%	42*	-1%	5%
COc1ccc(OC)c(CN2CCN(Cc3ccc(OC)c(OC)c3OC)CC2)c1	?	-2%	-1%	10	-7%	-10%	-5	.	-17%
CC(C)c1ccc(N2C(=O)CC(Sc3nc4ccccc4o3)C2=O)cc1 (stereo not given)	14	-7%	13%	-1	0%	2%	-3	?	-1%
COc1cccc(NC(=O)c2cncs2)c1	10	-1%	-1%	-6	0%	-2%	1	-12%	-1%
Cc1cc(Cl)ccc1OCc1nnc(-c2ccccc2C)o1	11	-3%	-6%	-15	-15%	19%	-2	-5%	7%
Cc1c(C(=O)NCc2cccnc2)oc2ccc(S(=O)(=O)N3CCCCC3)cc12	-10	?	?	-5	?	14µM*	8	4%	?
Cc1ccc(O)c(NC(=S)NC(=O)/C=C/c2ccco2)c1	-21	11%	10µM*	-7	?	-22%	-7	16µM*	-26%
CCN(CC)C(=O)c1ccc(-c2nnc(Nc3ccc(C(=O)N(C)C)cc3)c3ccccc23)cc1	48	1%	-18%	?	15%	-7%	4	17%	-7%
CCC1(C)Cc2c(sc3c2c(=O)n(C)c2nnc(SCC(=O)c4ccccc4)n32)CO1 (stereo not given)	-8	-11%	-5%	?	1%	-8%	0	-20%	10%
Cc1cccc(NC(=O)N2CCc3ccccc3C2)c1C	-20	-5%	3%	-2	0%	1%	-25	-3%	-4%
Cc1cc(OC(C)C(=O)NCCCn2ccnc2)c2c(C)c(C)c(=O)oc2c1 (stereo not given)	15	7%	7%	-3	?	0%	0	3%	-6%
CCn1cc(C(=O)OCC(=O)N(C)Cc2ccccc2)c(=O)c2ccc(C)nc21	3	11%	13%	-3	?	-1%	-7	0%	-2%
COCCNC(=S)N/N=C(\C)c1ccc(Cl)c(Cl)c1	-6	24%	12%	-5	-4%	11%	3	3%	11%
CC1(C)C(=O)NCCN1C(=O)CSc1nccc(-c2ccc(Br)cc2)n1	3	6%	-11%	-1	?	?	6	2%	?
O=Cc1ccc(OCC(=O)NC(=O)NC2CCCCC2)cc1	131	-4%	1%	6	8%	-1%	1	-7%	4%
CCOC(=O)N/N=C/c1ccc(OCCSc2ccc(Cl)cc2)c(OC)c1	20	-2%	0%	0	?	3%	3	15%	-16%
O=C(Nc1nnc(-c2ccco2)o1)C1CC1	-4	12%	-2%	-7	5%	21%	-2	1%	2%
CN(CC(=O)Nc1ccccc1Br)CC(=O)NC(c1ccccc1)c1ccccc1	-1	29%	?	-51*	?	-5%	0	-65%[inhibitor]	-11%
CCCCCCCCC(NC(=O)c1ccc(C#N)cc1)C(=O)NCCC (stereo not given)	31	-4%	-13%	-14	0%	-16%	7	-3%	-11%
Cc1cccc(-c2noc(CCC(=O)NCc3ccccc3)n2)c1	?	26%	-3%	3	-17%	-2%	-23	-4%	-7%
COc1ccc2[nH]c(C(=O)N3CCC(n4nccc4NC(=O)C4CC4)CC3)c(C)c2c1	9	5%	0%	30	?	1%	2	-19%	5%
CCCNC(=O)CCc1cc(C(C)(C)C)c(O)c(C(C)(C)C)c1	-2	5%	2%	-14	13%	0%	0	0%	0%
Additional results
SMILES	D3 antag	GLP-1R agonist	KB-3-1 tox	IL1B secr inh	KB-V1 MDR tox	HT1080 IDH1KD tx	D3 ag	SW480 rereplic	HT1080NT lethal
COc1ccccc1/C=N/NC(=O)c1cc2c(OC)c(OC)ccc2[nH]1	16	23%	?	32	?	4.1µM*	-6	?	7.3µM*
CC(C)(C)OC(=O)C[C@@H]1C/C=C\C[C@H](CC(=O)N(CCO)Cc2ccccc2)C(=O)N[C@@H](c2ccccc2)COC1=O	20	1%	-4%	-15	-15%	2%	-13	-38%[inhibitor]	7%
Cc1ccc(C(=O)Nc2nc(-c3ccccc3)c(-c3ccccc3)o2)cc1	-85*	1%	?	-9	?	?	-21	20%	-4%
Cc1cc2nnc(SCC(=O)Nc3ccc(Cl)cc3)n2c(N)n1	2	5%	-10%	9	-12%	-9%	-4	2%	-7%
Cc1ccc(CS(=O)(=O)CCC(=O)NCCc2ccccc2)cc1	-6	0%	-3%	-12	-15%	-4%	-11	-8%	5%
COC(=O)c1[nH]c2cc(OC)ccc2c1N=CN(C)C	33	6%	0%	8	2%	-4%	-3	2%	3%
O=C1c2ccccc2C(c2nnnn2Cc2ccccc2)N1C1CC1 (stereo not given)	9	-1%	9%	21	-22%	5%	13	.	6%
COc1ccc([N+](=O)[O-])cc1NC(=O)C(C)N1CCCC1 (stereo not given)	-62*	11%	9%	6	5%	8%	-23	-6%	-11%
OC(c1ccc(Cl)c(Cl)c1)c1ncc(-c2ccc(C(F)(F)F)cc2)[nH]1 (stereo not given)	6	6%	0%	?	2%	?	3	.	?
COC(=O)Nc1nncs1	-5	-2%	2%	12	-8%	2%	2	-9%	7%
CC(=O)Nc1cccc(NC(=O)C(=O)Nc2ccc3c(c2)N(C(=O)C2CC2)CCC3)c1	10	-1%	-19%	6	-24%	-12%	4	-16%	-19%
Cc1ccccc1NC(=O)Nc1cc(S(N)(=O)=O)ccc1C	-1	-3%	-2%	-10	3%	8%	-8	-4%	8%
Cc1ccc(Cl)c2sc(NC(=O)c3ccc(S(=O)(=O)N4CCCC4)cc3)nc12	.	2%	7%	.	6%	.	4	.	.
COc1ccccc1CC(=O)Nc1ccc(-c2noc(COc3ccc(Cl)c(C)c3)n2)cc1	-12	-10%	-1%	16	0%	-22%	4	-2%	-18%
O=C(CSc1n[nH]c(-c2ccco2)n1)Nc1ccccc1F	12	8%	?	-1	?	15%	4	-10%	25%
COc1cccc(NC(=O)c2oc3ccc(S(=O)(=O)N4CCOCC4)cc3c2C)c1	9	4%	-11%	-10	?	-14%	0&14	0%	-10%
Cc1ccccc1NC1=C(Cl)C(=O)N(C2CCCCC2)C1=O	-20	0%	-14%	-93*	?	-5%	-8	5%	0%
COC(c1ccccc1)c1nnc(CCC(=O)N(C)CCc2ccccc2)o1 (stereo not given)	7	6%	8%	25	-16%	1%	0	-4%	-1%
CC(C)c1nc(C(=O)N2CCCC(N3CCN(c4cccc(Cl)c4)CC3)C2)cs1 (stereo not given)	16	-1%	-16%	i	?	1%	19	-4%	8%
Cc1cc(NC(=O)CCC(=O)N(CCc2ccccc2)C(C(=O)NC2CCCC2)c2ccco2)no1 (stereo not given)	?	1%	-5%	-2	?	?	-4	-5%	?
Cn1nnnc1CCOCCc1nnnn1C	36	-16%	16%	7	-1%	3%	0	2%	6%
CCO/N=C(\C)c1c(O)c2ccccc2n(C)c1=O	9	-2%	0%	11	0%	29%	-11	-1%	?
COc1ccc(C)cc1-n1nnnc1SCc1csc(C)n1	2	-2%	-5%	37	-5%	5%	-3	1%	9%
CC(NC(=O)COc1ccccc1)C1COc2ccccc2O1 (stereo not given)	-9	4%	3%	-9	1%	0%	-7	-3%	0%
CN(C)c1ccc(/C=C(/C(=O)c2ccc(Cl)cc2Cl)n2cncn2)cc1	3	-4%	23µM*	-10	5.2µM*	?	-3	18µM*	?
(further entries)
SMILES	D3 antag	GLP-1R agonist	KB-3-1 tox	IL1B secr inh	KB-V1 MDR tox	HT1080 IDH1KD tx	D3 ag	SW480 rereplic	HT1080NT lethal
CCCCC12CN3CC(C)(CN(C1)C31C(=O)N(C)c3ccc(C)cc31)C2=O (stereo not given)	12	1%	4%	31	9.2µM*	-3%	7	15%	-6%
CN(C(=O)c1cnc(N2CCN(c3ncccn3)CC2)c2ccccc12)c1ccc(Cl)cc1	-6	0%	?	-84*	?	-10%	-5	9%	-3%
Cc1ccc(S(=O)(=O)N2CCOCC2)cc1C(=O)NCc1cccs1	12	6%	6%	0	6%	0%	4	1%	-8%
CS(=O)(=O)N(C(=O)NC(=O)NC12CC3CC(CC(C3)C1)C2)C1CCCCC1	3	4%	22%	59	0%	10%	3	-3%	11%
C=CCn1c(SCn2nnc3ccccc3c2=O)nnc1C1CCCCC1	-5	0%	10%	-1	-18%	10%	6	-3%	-1%
Cc1ccc2c(c1)N(CCC(=O)NCc1ccccn1)C(=O)CO2	-64*	-1%	-2%	-15	-25%	-5%	-5	3%	-5%
COc1cccc(N2CCN(C(=O)c3ccc(CSc4nc5ccncc5[nH]4)cc3)CC2)c1	17	-1%	-18%	18	-17%	-13%	6	-1%	-11%
O=C(NNS(=O)(=O)c1ccccc1)c1ccc(O)cc1	-2	-5%	10%	17	8%	-7%	-2	-115%	5%

At a glance, 3 of the compounds above:
SMILES	D3 antag	GLP-1R agonist	KB-3-1 tox	IL1B secr inh	KB-V1 MDR tox	HT1080 IDH1KD tx	D3 ag	SW480 rereplic	HT1080NT lethal
CN(C(=O)c1cnc(N2CCN(c3ncccn3)CC2)c2ccccc12)c1ccc(Cl)cc1	-6	0%	?	-84*	?	-10%	-5	9%	-3%
Cc1ccc(S(=O)(=O)N2CCOCC2)cc1C(=O)NCc1cccs1	12	6%	6%	0	6%	0%	4	1%	-8%
CS(=O)(=O)N(C(=O)NC(=O)NC12CC3CC(CC(C3)C1)C2)C1CCCCC1	3	4%	22%	59	0%	10%	3	-3%	11%
